# M. tuberculosis GlmU: inhibition of mycobacterial GlmU enzyme – biochemical, glucosamine-1-phosphate acetyltransferase (AID 1376). Bifunctional protein GlmU (Mycobacterium tuberculosis (strain ATCC 25618 / H37Rv)). one-dose inhibition, %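 (tested at 30 µM in the primary screen)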; IC50 in µM for titrated hits. actives 0.25% (n = 220,000). M. tuberculosis GlmU acetyltransferase enzyme assay; higher % means a stronger effect; in the data active = inhibition above about 13%; inconclusive = no clear call, values can overlap the other calls;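 note: 0% = complete reaction with vehicle and 100% = reaction without substrate; strong numbers were not always called active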
# Mtb RmlCD inh: M. tuberculosis RmlC/RmlD coupled enzyme inhibitors, primary screen, biochemical, compound mixtures, 384-well, from 1536-well plates; dTDP-4-dehydrorhamnose reductase (Mycobacterium tuberculosis (strain ATCC 25618 / H37Rv)) …; inhibition, % at 3.6 µM; actives 0.03% (n = 160,000); AID 1533, 2009; RmlC+RmlD coupled enzyme assay, percent inhibition; primary screen in compound mixtures; in the data active = inhibition mostly above about 34%, no sharp cut-off; inconclusive = no clear call, values can overlap the other calls; inactive = mostly below about 22%; note: some results filed as inactive read as strong as hits
# Target sequence (P9WH09 whole entry, looked up): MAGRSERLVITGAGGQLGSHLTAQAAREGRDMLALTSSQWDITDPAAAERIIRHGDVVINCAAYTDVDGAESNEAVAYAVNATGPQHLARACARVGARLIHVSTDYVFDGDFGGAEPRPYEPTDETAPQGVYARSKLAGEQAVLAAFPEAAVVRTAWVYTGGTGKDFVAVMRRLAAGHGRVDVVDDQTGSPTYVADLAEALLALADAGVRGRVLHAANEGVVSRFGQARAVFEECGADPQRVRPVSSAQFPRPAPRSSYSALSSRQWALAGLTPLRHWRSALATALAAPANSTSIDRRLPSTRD
# Target sequence (P9WH11 whole entry, looked up): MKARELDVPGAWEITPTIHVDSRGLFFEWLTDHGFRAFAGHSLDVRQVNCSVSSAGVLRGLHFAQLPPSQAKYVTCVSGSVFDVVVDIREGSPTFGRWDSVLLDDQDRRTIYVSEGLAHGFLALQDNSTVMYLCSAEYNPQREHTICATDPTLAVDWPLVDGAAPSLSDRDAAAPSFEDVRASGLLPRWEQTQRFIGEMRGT
# Starred values were filed as active, the others as inactive; ? = inconclusive; / = no result given. Only part of the results is shown, so the mix of outcomes need not match the whole.
# A first look:
# Values in the order: M. tuberculosis GlmU, Mtb RmlCD inh
- Clc1ccccc1-c1ncnc2ccc(Br)cc12
    -0.2%, -6
- COc1ccc(C(=O)C(C)N(C(=O)c2ccc(Cl)cc2Cl)N2C(=O)C3C4C=CC(C4)C3C2=O)cc1 (stereo not drawn)
    1.3%, 6
- Cc1nc(SCc2c(Cl)cccc2Cl)nc(OC(=O)N(C)C)c1C
    4.1%, 10
- COc1ccc(NC(=S)N(CCCN2CCCC2)Cc2cccs2)cc1
    -0.5%, -8
- CC1Cc2ccccc2N1C(=O)COC(=O)c1ccc(O)cc1 (stereo not drawn)
    0.1%, 6
- COc1ccc(NC(=O)CC2Nc3ccccc3NC2=O)c([N+](=O)[O-])c1 (stereo not drawn)
    -6.5%, -14

# The whole of this part, from the start:
# Values in the order: M. tuberculosis GlmU, Mtb RmlCD inh
- Clc1ccccc1-c1ncnc2ccc(Br)cc12
    -0.2%, -6
- COc1ccc(C(=O)C(C)N(C(=O)c2ccc(Cl)cc2Cl)N2C(=O)C3C4C=CC(C4)C3C2=O)cc1 (stereo not drawn)
    1.3%, 6
- Cc1nc(SCc2c(Cl)cccc2Cl)nc(OC(=O)N(C)C)c1C
    4.1%, 10
- COc1ccc(NC(=S)N(CCCN2CCCC2)Cc2cccs2)cc1
    -0.5%, -8
- CC1Cc2ccccc2N1C(=O)COC(=O)c1ccc(O)cc1 (stereo not drawn)
    0.1%, 6
- COc1ccc(NC(=O)CC2Nc3ccccc3NC2=O)c([N+](=O)[O-])c1 (stereo not drawn)
    -6.5%, -14
- COC(=O)CN(C#N)c1nc(OC)nc(N(C)C)n1
    3.4%, -7
- COc1ccc(S(=O)(=O)N2CCCCC2)cc1NC(=O)CN1CCN(C(C)=O)CC1
    0.5%, -7
- C/C(=N\NC(=O)C(NC(=O)c1ccccc1)C(C)C)c1ccccc1 (stereo not drawn)
    -1.7%, ?
- O=C1NCCN(Cc2cccc(Oc3ccccc3)c2)C1CC(=O)N1CCCCO1 (stereo not drawn)
    2.5%, 15
- CCCCn1c(O)c(C(CC)=Nc2cccc(C(=O)O)c2)c(=O)[nH]c1=O
    0.2%, 30
- CCc1cn([C@H]2C[C@H](O)[C@@H](CO)O2)c(=O)[nH]c1=O
    -3.6%, /
- C/C(CC(=O)NCc1ccco1)=N\NC(=O)Cc1ccc(-c2ccccc2)cc1
    1.6%, 6
- CCOC(=O)N1CCN(c2cc(N3CCOCC3)c(F)cc2[N+](=O)[O-])CC1
    6.2%, -25
- Cc1ccc(NC2=CC(=O)OC(C)C2)cc1 (stereo not drawn)
    -3.4%, -7
- O=C(Cc1cccs1)N1CCN(S(=O)(=O)c2ccc(F)cc2)CC1
    -4.5%, 7
- CCN(CC)C(=O)Cn1cc(SCC(=O)Nc2cc(C)on2)c2ccccc21
    3.2%, 1
- CCCOc1ccc(CCN2CCC(=O)NC2=O)cc1C
    2.1%, /
- Cc1ccc(NC(=O)CCCN2C(=S)NC(C)(C)CC2C)cc1 (stereo not drawn)
    4.1%, 7
- O=C(CSc1nnc(SCc2ccc(Cl)cc2)s1)N/N=C/c1c(Cl)cccc1Cl
    -2.5%, 11
- C=C[C@H]1[C@H](OC2OC(CO)C(O)C(O)C2O)OC=C(C(=O)OC)[C@H]1C[C@H]1CC(=O)C[C@H](CC(=O)CCc2ccc(O)cc2)O1 (stereo partly drawn)
    -2.9%, /
- Cc1c(NC(=O)c2cc(-n3cnnc3)ccc2Cl)cccc1-c1nc2ccccc2s1
    -5.6%, /
- COc1ccc(CN2C(=O)NC3(CCOc4ccccc43)C2=O)cc1F (stereo not drawn)
    -2.4%, -5
- COc1ccc(N2CCN(C(=O)CSc3ncnc4scc(-c5ccc(C)cc5)c34)CC2)cc1
    -0.6%, /
- COc1ccc(C(=O)Nc2ccccc2-c2ccccc2)cc1Cl
    3.4%, 10
- Cc1ccc(S(=O)(=O)NC(C)C(c2cccs2)N2CCN(C)CC2)cc1 (stereo not drawn)
    5.0%, /
- CC(=O)c1c(-c2ccc(Cl)cc2Cl)noc1C
    0.9%, -5
- O=C(CSc1nnc2ccccn12)c1ccc(Cl)cc1
    5.5%, 0
- Cc1nc(C)c(-c2ccnc(/N=C/NO)n2)s1
    -2.1%, 20
- COCc1c(C(=O)OC)nnn1-c1ccc(C(F)(F)F)cc1[N+](=O)[O-]
    1.4%, 4

# More structures.
# Values in the order: M. tuberculosis GlmU, Mtb RmlCD inh
- CC(C)OC(=O)NC(c1ccccc1)C(Cl)(Cl)Cl (stereo not drawn)
    1.2%, 8
- O=C(NNC(=O)c1nn(-c2ccc(F)cc2)ccc1=O)c1ccc(Cl)cc1
    -5.2%, 2
- CC(C)C(NC(=O)c1c(F)cccc1F)C(=O)NCC(c1ccccc1)N(C)C (stereo not drawn)
    -5.2%, 1
- O=C1CCCC(O)=C1C1C2=C(CCCC2=O)Oc2ccccc21 (stereo not drawn)
    -0.4%, 7
- Cc1onc(-c2c(Cl)cccc2Cl)c1C(=O)Nc1ccc2c(c1)OCO2
    10%, 99
- O=C(Nc1nnc(-c2ccc3c(c2)OCCO3)o1)c1ccc(Cc2ccccc2)cc1
    -2.1%, 4
- c1ccc(NCc2nnc3n2CCCCC3)cc1
    1.8%, 8
- CC(C)c1nnc(NC(=O)C2CCN(c3nc4ccccc4s3)CC2)s1
    0.0%, /
- CNC(=O)/C=C1\NC(C)(C)Cc2ccccc21
    0.8%, 6
- COc1ccc2c(Cl)c(C(=O)NN3CCN(C)CC3)sc2c1
    -2.2%, 3
- O=C(NCCCCc1ccccc1)C12CN(Cc3ccccc3)CC1C(c1cccc([N+](=O)[O-])c1)=NO2 (stereo not drawn)
    2.4%, -6
- COc1cc(OC)cc(C(=O)NC(=S)Nc2cccnc2)c1
    -1.1%, /
- Cc1ccc(-n2nc(CC#N)c(C#N)c2N)cc1
    2.4%, -3
- C[C@H](NC(=O)Cc1cccc2ccccc12)C(=O)N1CCCN(C)CC1
    -7.3%, 8
- CC(C)SCCCOc1ccc(C(C)(C)C)cc1
    -2.9%, -3
- Cn1c(O)c(/C=C/C=Nc2ccccc2)c(=O)n(C)c1=O
    -2.0%, 2
- C=CCN(CC=C)CCOc1ccccc1
    -2.6%, -4
- O=C(COC(=O)c1ccc(S(=O)(=O)N2CCCC2)cc1)NCc1ccccc1
    7.3%, /
- CCNC(=O)Oc1ccc(-c2csnn2)cc1
    7.4%, -7
- CCCCCCn1c(SCC(=O)c2c(N)n(C)c(=O)n(C)c2=O)nc2ccccc21
    -2.3%, 8
- CCC(=O)Nc1ccc2c(c1)ncn2-c1ccccc1C
    3.1%, 9
- C=CCn1c(SCC(=O)N(CC)C2CCS(=O)(=O)C2)nc2ccccc2c1=O (stereo not drawn)
    1.4%, -8
- COc1cc(/C=N/Nc2nc3ccccc3[nH]2)cc(OC)c1O
    -4.7%, 2
- O=C(NCCc1nc2ccccc2[nH]1)/C(=C/c1ccc2c(c1)OCO2)NC(=O)c1ccc(Cl)cc1Cl
    1.0%, -8
- COc1ccc2[nH]c(=O)c(CN(CCCN3CCOCC3)C(=O)NCc3ccccc3)cc2c1
    -1.0%, /
- COc1ccc(Cl)cc1-c1csc(N)n1
    -4.8%, 5
- O=C(O)CCC(NC(=O)c1ccc(Cl)cc1)C(=O)O (stereo not drawn)
    3.1%, 5
- CC1=NN(C(=O)c2c(Br)cnn2C)C(O)(C(F)(F)F)C1 (stereo not drawn)
    -3.0%, 73
- C=CCc1ccc(OCCCN2CCCC(C)C2)c(OC)c1 (stereo not drawn)
    -1.4%, /
- O=c1[nH]c2ccccc2n1CCC1CCCCC1
    0.7%, 3

# Next part:
# Values in the order: M. tuberculosis GlmU, Mtb RmlCD inh
- COC(=O)c1ccc(C(=O)OC)c(NC(=O)CN2CCC(C)CC2)c1
    -4.2%, 7
- C=CCOC(=O)C1=C(C)NC(SC)=C(C#N)C1c1ccc(OCC)cc1 (stereo not drawn)
    0.3%, /
- CC(NC1CCCCC1)C(=O)NN=C(c1ccccc1)c1ccccc1 (stereo not drawn)
    -0.7%, -9
- CSc1nc2nccc(-c3ccc(Oc4ccccc4)cc3)n2n1
    -2.9%, /
- CC1(C)Cc2c(sc3nnn(CC(=O)Nc4ccccc4)c(=O)c23)CO1
    -4.8%, -5
- FC(F)(F)c1cc(-c2cccs2)nc(-n2cc(Br)cn2)n1
    -2.8%, -12
- O=[N+]([O-])c1cccc(/C=N/n2c(COc3ccccc3)n[nH]c2=S)c1
    10.0%, /
- COc1ccc(NS(=O)(=O)c2cc(C(=O)N3CCN(C(C)=O)CC3)ccc2Cl)cc1
    7.2%, 6
- COC(=O)CSc1nnc(-c2cccs2)n1-c1ccc(Cl)cc1
    2.4%, -4
- COc1ccccc1CN=c1c([N+](=O)[O-])nn(-c2ccc3c(c2)OCCO3)n1O
    5.3%, -12
- O=C(N/N=C/c1cc([N+](=O)[O-])ccc1Cl)c1cc(-c2ccccc2)nc2ccccc12
    1.2%, 13
- CCOC(=O)C1=C(C)NC2=C(C(=O)CC(c3ccc(OC)c(OC)c3)C2)C1c1ccc(C)o1 (stereo not drawn)
    /, 1
- O=C(O)CCCn1cc(NC(=O)c2cc(F)c(F)cc2Cl)cn1
    -0.6%, 3
- CC1CCCCC1NC(=O)COC(=O)CNC(=O)c1cccc(F)c1 (stereo not drawn)
    0.9%, 12
- COc1cccc(NC(=O)c2ccc(NC(=O)C3CC(=O)OC34CCCCC4)cc2)c1 (stereo not drawn)
    -4.2%, /
- O=C1CC(c2ccc(Br)cc2)NC(c2ccc(Br)cc2)C1c1ccccc1 (stereo not drawn)
    0.8%, /
- COC(=O)c1c(-c2cccnc2)csc1NC(=O)c1cc(C)on1
    5.2%, /
- Cc1cc(NC(=O)CSc2ccc(-c3nc4cc(C)c(C)cc4[nH]3)cn2)no1
    -1.2%, 3
- COC(=O)c1nn(-c2ccccc2)ccc1=O
    -2.2%, 5
- O=C(OCc1ccccc1)c1cccc(-c2nnc(-c3ccccc3)o2)c1
    -1.2%, /
- CCOC(=O)N1CCN(C(=O)C(=O)Nc2ccc3nc4n(c(=O)c3c2)CCCCC4)CC1
    3.8%, /
- COc1ccc(-c2ccncc2)cc1OC
    -0.1%, /
- O=C(Cn1c(-c2cncs2)nc2ccccc21)NCc1ccccc1
    -4.8%, 8
- O=C(Nc1ncc2c(n1)CC(c1ccco1)CC2=O)c1ccc(Cl)cc1 (stereo not drawn)
    /, -2
- CCOc1cc(C(=O)NCc2ccc(-c3nc4ccccc4o3)cc2)cc(OCC)c1OCC
    7.7%, /
- CCn1c(SCC(=O)Nc2sc(C)c(C)c2C#N)nnc1C1CC1
    0.0%, -13
- COc1cccc(NC(=O)Nc2cc(C)ccc2OC)c1
    0.7%, /
- O=C(c1ccco1)N1CCCSC1=Nc1ccccc1
    10%, /
- COc1ccc(NC(=O)c2c(SC)nsc2SC)cc1
    -5.5%, -25
- c1ccc(-c2nnc(CSc3ccc4c(c3)OCCO4)o2)cc1
    -4.5%, -9

# The list continues.
# Values in the order: M. tuberculosis GlmU, Mtb RmlCD inh
- CCN(CC)CCCNC(=S)N(Cc1ccco1)Cc1cc2cc3c(cc2[nH]c1=O)OCCO3
    -2.6%, 11
- CN(C)S(=O)(=O)c1cc(NC(=O)CN2CCN(c3ccccc3O)CC2)ccc1Cl
    7.0%, -7
- Cc1ccc(-n2nc(C)cc2NC(=O)COc2cc(C)cc3oc(=O)c4c(c23)CCC4)cc1
    -0.3%, -12
- Cc1sc2nc(SCC(=O)NCc3ccco3)n(C)c(=O)c2c1C
    -1.0%, 29
- COCCCn1c(C)nnc1SCc1ccc(C(C)(C)C)cc1
    1.6%, 17
- CNc1oc(/C=C/c2ccccc2)nc1C#N
    6.9%, 28
- CCOc1c2ccc(C(=O)NCc3ccc(OC)cc3)cc2nn1CCOC
    5.7%, 36
- CCOC(=O)CN1C(=O)S/C(=C/c2ccc3c(c2)n(C)c(=O)n3C)C1=O
    -5.3%, -7
- Cc1nn2c(nc(N3CCCCC3)c3ccccc32)c1C=O
    -6.1%, 8
- C#CCOCCOCCOCCNc1nc(N2CCN(C(=O)[C@H](Cc3cc4ccccc4[nH]3)n3cc([C@@H](N)CC(C)C)nn3)CC2)nc(N2CCN(C(=O)[C@H](Cc3cc4ccccc4[nH]3)n3cc([C@@H](N)CC(C)C)nn3)CC2)n1
    -19%, /
- Cc1cccc(NC(=O)c2cc(N3C(=O)CCC3=O)ccc2Cl)n1
    1.1%, /
- Cc1c(NC(=O)c2nn(C)c(=O)c3ccccc23)c(=O)n(-c2ccccc2)n1C
    7.8%, /
- c1ccc(C2=NCCCN2)cc1
    5.8%, -5
- O=C(CCN1C(=O)c2ccncc2C1=O)Nc1ccc2c(c1)OCCO2
    1.4%, /
- CN(C[C@H](Cc1ccccc1)N(C[C@@H](Cc1cccc2ccccc12)N(CCc1ccccc1)N=O)N=O)N=O
    -4.0%, /
- CC(C)[C@H](NC(=O)Nc1ccc2c(c1)OCCO2)C(=O)O
    1.2%, /
- COc1ccc(-c2cnn3c4c(c(C)nc23)CCN4C2CCCC2)cc1OC
    -5.7%, /
- COc1ccc(NC(=O)NC23CC4CC(CC(C4)C2)C3)cc1OC
    3.1%, -9
- NC(=O)c1ccc(F)cc1
    -6.2%, 4
- Cc1ccc(C)c(Cn2nnc3c(=O)[nH]c(C4CCCN(C(=O)CC(C)C)C4)nc32)c1 (stereo not drawn)
    3.5%, 1
- CN(C)c1ccc(-n2cccc2/C=N/n2cnnc2)cc1
    4.2%, -15
- O=C(NCCCn1ccnc1)C(=O)NCC1OCCCN1S(=O)(=O)c1ccccc1 (stereo not drawn)
    -6.6%, -8
- O=c1cc(-c2ccccc2)nc(N2CCN(Cc3ccccc3)CC2)[nH]1
    -2.3%, -4

# Bioassay records deposited in PubChem BioAssay by several laboratories.
